Source: PubChem
Cycloheximide cs: counter-screen for Shiga toxin inhibitors: cycloheximide protein synthesis inhibition. cell reporter, cycloheximide protein synthesis inhibition counterscreen. max response, %. actives 12% (n = 300,000). AID 2314; in the data active = max response mostly above about 13%, no sharp cut-off; inactive = mostly below about 14%; also: read at 38.3 µM for the half of the compounds with a filed dose; 0% is about no effect
Pf growth 48h: inhibits P. falciparum growth in the first generation, 48 h; P. falciparum luciferase growth in erythrocytes, 48 h; Potency, µM (series often up to 28.7 µM), for the others: at the top dose activity change, negative = inhibition, most hits filed as inhibitors; actives 5.9% (n = 310,000); also: potency is read from the fitted curve at half-maximal effect; % is scaled to controls: 0 for no effect and ±100 for the full control effect
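A one-generation exposure of luciferase-tagged malaria parasites in RPMI 1640/Albumax erythrocyte culture, 37 C and 5% CO2. Inhibition is inferred from decreased luminescence after adding detection reagent.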
HCV inhibitor: inhibitors of hepatitis C virus infection | Huh7.5.1 HCVcc-Cre infection, luciferase reporter, 44 h | Potency, µM (top dose mostly 41.8 µM), without a hit: at the highest dose activity change, negative = inhibition, actives largely listed as inhibitors | actives 3.4% (n = 340,000) | AID 651820; also: potency is read from the fitted curve at half-maximal effect; % is scaled to controls: 0 for no effect and ±100 for the full control effect
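Infectious HCVcc-Cre (~0.5 moi) was added to cells just after compound, with cells seeded 4 h earlier at 1,000 per well. Luciferase activity after 44 h culture reported infection; substrate was incubated 15 min at room temperature before reading.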
TbPYK inhibitor: inhibitors of Trypanosoma brucei pyruvate kinase; Q57TT1; TbPYK enzyme, Kinase-Glo Plus ATP luminescence, 45 min; Potency, µM (doses to about 76.8 µM), for the others: at the highest dose activity, negative = inhibition, most hits filed as inhibitors; actives 0.12% (n = 410,000); AID 624173; also: potency is read from the fitted curve at half-maximal effect; % is scaled to controls: 0 for no effect and ±100 for the full control effect; nearly all actives have a fitted effect of over 50% in size
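Screened from lowest to highest concentration, compounds were pinned into TbPYK/substrate mixtures, and ADP (130 uM final) was added. Plates sat at room temperature for 45 min prior to Kinase-Glo Plus detection by luminescence.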
Shiga inhibitor: blocks Shiga toxin action in Vero cells; Vero cells, Shiga toxin protein synthesis inhibition reporter; inhibition, % at 38.7 µM; actives 9.2% (n = 290,000); AID 2315; in the data active = inhibition mostly above about 28%, no sharp cut-off; inactive = mostly below about 43%; also: 0% is about no effect
Pf growth 96h: P. falciparum growth inhibition at 96 hour, primary screen for plastid delayed-death inhibitors | P. falciparum luciferase reporter growth, 96 h | Potency, µM (highest dose often 28.7 µM), without a hit: at the top dose activity change, negative = inhibition, usual class: inhibitors | actives 6.9% (n = 320,000) | AID 504834; also: potency is read from the fitted curve at half-maximal effect; % is scaled to controls: 0 for no effect and ±100 for the full control effect
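P. falciparum expressing integrated firefly luciferase, in erythrocytes at 2% hematocrit, 0.05% parasitemia, incubated with compounds 96 h at 37 C, 5% CO2. Growth inhibition read as loss of luminescence; two-generation exposure targets delayed-death apicoplast inhibitors.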
LmPK inhibitor: inhibitors of Leishmania mexicana pyruvate kinase; Potency, µM (top dose mostly 57.5 µM), for the others: at the top dose activity change, negative = inhibition, most hits filed as inhibitors; Q27686; purified LmPK, Kinase-Glo ATP luminescence, 1 h; actives 0.37% (n = 290,000); also: potency is read from the fitted curve at half-maximal effect; % is scaled to controls: 0 for no effect and ±100 for the full control effect
Target sequence (Q27686 whole entry, looked up): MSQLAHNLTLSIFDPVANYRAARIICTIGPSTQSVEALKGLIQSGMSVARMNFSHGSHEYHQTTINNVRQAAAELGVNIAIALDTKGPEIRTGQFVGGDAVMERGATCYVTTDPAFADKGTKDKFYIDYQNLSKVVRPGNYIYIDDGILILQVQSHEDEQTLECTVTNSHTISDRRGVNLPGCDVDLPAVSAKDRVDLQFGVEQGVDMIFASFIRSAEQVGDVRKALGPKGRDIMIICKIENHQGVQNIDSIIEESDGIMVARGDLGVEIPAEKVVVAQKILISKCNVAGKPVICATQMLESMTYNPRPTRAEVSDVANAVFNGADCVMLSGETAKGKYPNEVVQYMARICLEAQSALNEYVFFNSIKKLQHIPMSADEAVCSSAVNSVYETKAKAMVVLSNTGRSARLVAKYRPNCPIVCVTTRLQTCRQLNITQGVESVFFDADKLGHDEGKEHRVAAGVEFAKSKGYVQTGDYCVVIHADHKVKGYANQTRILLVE
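0.1 nM LmPK, 0.5 mM PEP, 0.1 mM ADP; 50 mM imidazole pH 7.2, 7 mM MgCl2, 50 mM KCl; 1 h RT. Kinase-Glo luminescence readout, normalized to no-enzyme (full inhibition) and uninhibited wells.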
The depositor's hits bear a star; ? = inconclusive; . = no result given; [ ] = another dose, or the depositor's remark. Unless noted, calls follow the shape of the dose curve; as a rule, active = well fitted curve in the direction sought with a large enough effect; inconclusive = small, poorly fitted or top-dose-only effect, or another doubt; inactive = no such curve, though single readings can be large; an effect the other way counts as inactive or inconclusive.

1) O=C(N/N=C/c1ccc2c(c1)OCO2)c1cc(-c2ccco2)nc2ccccc12
2) Cc1ccc(C)c2[nH]c(=O)c(C(c3nnnn3C3CCCC3)N3CCOCC3)cc12 (configuration not stated)
3) COc1cc(OC)cc(-c2c(C#Cc3ccsc3)c3cc(-c4ccc5c(c4)OCCO5)ccc3n2C)c1
4) COc1ccc(CNc2ncccn2)cc1OC
5) CC(C)CCNC(=O)CCc1nnc2n(CCCOC(C)C)c(=O)c3ccccc3n12
6) NC(N)=N/N=C/c1cn(-c2ccccc2)nc1-c1cccs1
7) Cc1noc(C)c1C(=O)OCC(=O)N1CCN(S(=O)(=O)c2ccc3ccccc3c2)CC1
8) COc1ccc(CCC(=O)OCC(=O)N2CCN(S(=O)(=O)c3ccc(C)cc3C)CC2)cc1

assay / compound	1	2	3	4	5	6	7	8
Cycloheximide cs	.	-2	.	6	-4	15	-2	.
Pf growth 48h	-23%	?	?	22%	?	2.6µM*	89%[activator]	-6%
HCV inhibitor	?	8%	23%	10%	-27%	?	1%	7%
TbPYK inhibitor	-3%	-2%	0%	-2%	-5%	-15%	-8%	-1%
Shiga inhibitor	.	-22	.	10	-5	10	35	.
Pf growth 96h	-18%	.	2.6µM*	33%[activator]	26%	0.52µM*	17%	-3%
LmPK inhibitor	.	0%	.	-1%	2%	-15%	2%	.

In another format: four of the compounds above
# | structure | Cycloheximide cs | Pf growth 48h | HCV inhibitor | TbPYK inhibitor | Shiga inhibitor | Pf growth 96h | LmPK inhibitor
2 | Cc1ccc(C)c2[nH]c(=O)c(C(c3nnnn3C3CCCC3)N3CCOCC3)cc12 (configuration not stated) | -2 | ? | 8% | -2% | -22 | . | 0%
3 | COc1cc(OC)cc(-c2c(C#Cc3ccsc3)c3cc(-c4ccc5c(c4)OCCO5)ccc3n2C)c1 | . | ? | 23% | 0% | . | 2.6µM* | .
8 | COc1ccc(CCC(=O)OCC(=O)N2CCN(S(=O)(=O)c3ccc(C)cc3C)CC2)cc1 | . | -6% | 7% | -1% | . | -3% | .
5 | CC(C)CCNC(=O)CCc1nnc2n(CCCOC(C)C)c(=O)c3ccccc3n12 | -4 | ? | -27% | -5% | -5 | 26% | 2%

Back to the main list, starting 2 compounds before the break.
7) Cc1noc(C)c1C(=O)OCC(=O)N1CCN(S(=O)(=O)c2ccc3ccccc3c2)CC1
8) COc1ccc(CCC(=O)OCC(=O)N2CCN(S(=O)(=O)c3ccc(C)cc3C)CC2)cc1
9) Cc1ccc2cccc(S(=O)(=O)N3CCCc4ccccc43)c2n1
10) C=C(C)/C=N/NC(=S)Nc1ccc(S(=O)(=O)N2CCOCC2)cc1
11) CC(C)CCNC(=O)C(c1ccc(O)cc1)N(C(=O)C1COc2ccccc2O1)c1cccc(O)c1 (configuration not stated)
12) COc1ccc(C(CNC(=O)COc2ccccc2C#N)N2CCOCC2)cc1 (configuration not stated)
13) Cc1cccn2c(=O)c3cc(C(=O)NCCN4CCOCC4)n(C)c3nc12
14) COc1cc2[nH]c3c(=O)n4c(nc3c2cc1OC)SCCC4
15) C=CCN(c1ccccc1)S(=O)(=O)c1cccc2cccnc12
16) CC(C)c1cc(N2CCC(=O)NC2=O)cc(C(=O)O)c1O

assay / compound	7	8	9	10	11	12	13	14	15	16
Cycloheximide cs	-2	.	-2	-1	1	-4	37*	25*	1	-2
Pf growth 48h	89%[activator]	-6%	-24%	?	12µM*	-3%	67%[activator]	102%[activator]	4%	-6%
HCV inhibitor	1%	7%	?	13%	-25%	0%	-29%	?	-26%	19%
TbPYK inhibitor	-8%	-1%	-29%	-6%	-1%	5%	0%	-4%	-3%	-2%
Shiga inhibitor	35	.	-9	-1	-7	-13	59*	31*	-5	-1
Pf growth 96h	17%	-3%	0%	?	?	-27%	?	3%	0%	-28%
LmPK inhibitor	2%	.	-1%	2%	-1%	-6%	-2%	-1%	12%	8%

17) CCSc1nnc(NC(=O)c2csc(C)c2)s1
18) C=CCN1C(=O)NC(=O)/C(=C/c2c(CCN(C)C(=O)c3ccccc3)cc3c(c2OC)OCO3)C1=O
19) Cc1ccc2nc(N3C(=O)C(O)=C(C(=O)c4ccco4)C3c3cccc(O)c3)sc2c1 (configuration not stated)
20) O=S(=O)(Nc1ccc2c(c1)nc1n2CCN(Cc2ccccc2)C1)c1ccc(F)cc1
21) CCC(C(=O)Nc1cccc(C(=O)O)c1)c1ccccc1 (configuration not stated)
22) Cc1ccc(C)c(N(C(=O)CCC(=O)Nc2cc(C)on2)C(C(=O)NC2CCCC2)c2ccco2)c1 (configuration not stated)
23) CCC(C)(C)NC(=O)C(c1cccn1C)N(Cc1ccc(OC)cc1)C(=O)Cn1nnc2ccccc21 (configuration not stated)
24) CC1CCc2c(sc(NC(=O)CSc3ncnc4c3cnn4-c3ccccc3Cl)c2C#N)C1 (configuration not stated)

assay / compound	17	18	19	20	21	22	23	24
Cycloheximide cs	17*	-1	23*	-5	3	-5	-2	-2
Pf growth 48h	85%[activator]	?	93%[activator]	12µM*	16%	?	9.3µM*	6%
HCV inhibitor	-9%	-2%	3%	?	17%	0%	3%	-23%
TbPYK inhibitor	6%	-15%	-7%	3%	-10%	?	4%	1%
Shiga inhibitor	49*	-3	71*	-13	-8	-23	-9	3
Pf growth 96h	.	-15%	9.3µM*	-16%	?	.	?	?
LmPK inhibitor	-8%	-2%	2%	2%	2%	6%	8%	-1%

25) CCN(CC)c1ccc(NC(=O)c2ccccc2Br)cc1S(=O)(=O)Nc1ccccc1OC
26) COCCN1C(=O)C(CC(=O)Nc2ccccc2)SC1=Nc1ccc(OC)cc1 (configuration not stated)
27) NC(=O)c1ccc(C2SCC(=O)N2Cc2ccccc2)cc1 (configuration not stated)
28) Cc1cc2c(cc1C)CSC(c1ccccc1OC(=O)C(C)C)SC2
29) CC(C)CC(=O)NC(NCC1CCCO1)C(Cl)(Cl)Cl (configuration not stated)
30) O=C(O)c1ccc2[nH]cc(CCCCN3CC=C(c4ccccc4)CC3)c2c1
31) c1ccc2[nH]c(CCCCc3nc4ccccc4[nH]3)nc2c1
32) O=C(N/N=C/C1CCCCC1)c1cc(Cl)ccc1O

assay / compound	25	26	27	28	29	30	31	32
Cycloheximide cs	-2	-10	-3	-4	4	.	4	13
Pf growth 48h	15µM*	.	2%	6%	0%	-6%	?	51%[activator]
HCV inhibitor	?	1%	17%	14%	2%	.	-10%	24%
TbPYK inhibitor	-29%	-2%	0%	0%	6%	-5%	5%	-11%
Shiga inhibitor	24	-4	12	-11	-6	.	12	45*
Pf growth 96h	0%	?	?	?	-8%	-6%	23%	112%[activator]
LmPK inhibitor	2%	3%	3%	-2%	-1%	.	-7%	2%

33) C/C(=N\Nc1ccc(C(F)(F)F)cn1)c1ccc(S(=O)(=O)NCc2ccco2)cc1
34) COc1ccc(CC2(CO)CCN(CC3=CC[C@H]4C[C@@H]3C4(C)C)CC2)cc1
35) Cc1cc2oc(=O)sc2cc1NS(=O)(=O)c1cccc2cccnc12
36) CCCCN(CC(=O)NCc1ccc(Cl)cc1)S(=O)(=O)c1ccc2c(c1)OCCO2
37) C/C(CC(=O)Nc1ccc(Cl)cn1)=N\NC(=O)Cc1cccs1
38) COc1ccc(C(=O)Nc2nc(-c3cccs3)cs2)cc1
39) COC(=O)c1[nH]c2ccc(Cl)cc2c1NC(=O)CN1CCC(C(N)=O)CC1
40) CCC(=O)NC(NC(=S)Nc1ccccc1Br)C(Cl)(Cl)Cl (configuration not stated)

assay / compound	33	34	35	36	37	38	39	40
Cycloheximide cs	72*	-3	-3	-1	13*	45*	-7	-3
Pf growth 48h	-4%	7.4µM*	1%	-11%	17%	-7%	12µM*	?
HCV inhibitor	4%	-10%	12%	?	-1%	?	-14%	26%
TbPYK inhibitor	-5%	-2%	-15%	1%	-1%	0%	0%	-13%
Shiga inhibitor	121*	7	2	-3	26	84*	-9	19
Pf growth 96h	-5%	14%	?	-23%	20%	.	?	14%
LmPK inhibitor	0%	0%	0%	-5%	3%	0%	3%	-1%

41) COCCn1c(-c2ccc(OC)cc2)c(-c2ccc(OC)cc2)oc1=O
42) CC1CC(C)CN(S(=O)(=O)c2ccc(NC(=S)NC(=O)c3ccccc3)cc2)C1 (configuration not stated)
43) Cc1ccc(NC(=O)CSc2nnc(CNC(=O)c3ccco3)o2)cc1
44) Cc1ccc(C2CC(c3ccccc3)=NN2c2ccccc2)o1 (configuration not stated)
45) O=C(C[n+]1ccn(-c2ccccc2)c1)c1ccc([N+](=O)[O-])cc1
46) O=[N+]([O-])c1ccc(CSc2nnc(Cc3ccccc3)o2)cc1
47) COCCNC(=O)/C(C#N)=C/c1c(N2CCCCCC2)nc2c(C)cccn2c1=O
48) COc1ccc(CNC(=O)C2CCN(S(=O)(=O)c3c(C)n[nH]c3C)CC2)cc1

assay / compound	41	42	43	44	45	46	47	48
Cycloheximide cs	-2	8	12	21*	-2	11	-1	-3
Pf growth 48h	8.3µM*	10%	46%[activator]	?	?	21%	?	?
HCV inhibitor	0%	-8%	16%	-20%	?	-5%	?	-11%
TbPYK inhibitor	2%	-2%	-14%	-15%	5%	-13%	3%	0%
Shiga inhibitor	-7	7	-8	64*	-4	9	-8	-4
Pf growth 96h	13µM*	17%	-2%	?	16%	-23%	?	58%[activator]
LmPK inhibitor	10%	4%	2%	-4%	-1%	3%	0%	-6%

49) O=C(c1ccccc1)c1coc2ccc(O)c(CN3CCOCC3)c12
50) NC(=O)N/N=C/c1cn(-c2ccccc2)nc1-c1cccs1
51) CCOc1ccccc1N1CC(C(=O)NNC(=O)c2ccc(F)cc2)CC1=O (configuration not stated)
52) O=C(Nc1ccc2oc(-c3ccccc3)nc2c1)c1cccs1
53) Clc1ccc(SCNc2ccccc2Cl)cc1
54) CCS(=O)(=O)Nc1ccc2[nH]c(=O)[nH]c2c1
55) CS(=O)(=O)N1CCC(Oc2cccc(C(=O)NCCCOc3cccnc3)c2)CC1

assay / compound	49	50	51	52	53	54	55
Cycloheximide cs	16	36*	.	55*	-6	0	2
Pf growth 48h	?	?	-2%	118%[activator]	31%[activator]	13%	-5%
HCV inhibitor	-11%	?	14%	?	-1%	0%	-25%
TbPYK inhibitor	-6%	-4%	2%	-8%	5%	3%	-1%
Shiga inhibitor	22	51*	.	67*	-11	-3	2
Pf growth 96h	11%	?	37%[activator]	48%	4%	27%	-30%
LmPK inhibitor	0%	-22%	.	2%	-7%	1%	-7%
